# High-throughput results from PubChem BioAssay.
# HT1080 IDH1KD tx = qHTS for induction of synthetic lethality in tumor cells producing 2HG: qHTS for the HT-1080-IDH1KD cell line; HT-1080 IDH1 knockdown viability, ATP luminescence, 48 h; Potency, µM (top dose mostly 46.1 µM), inactives show at the top dose activity, negative = toxicity, usual class: cytotoxic; AID 686971, 2013; hit rate 2% among 360,000;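 also: potency is read from the fitted curve at half-maximal effect; 0% = DMSO wells and -100% = cell-free medium wells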
#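 Viability of IDH1-knockdown HT-1080 fibrosarcoma cells was assessed by CellTiter-Glo after 48 h at 37 °C with titrated compound; concentration-effect curves were classified by fit quality and response size.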
# KB-3-1 tox = qHTS assay for MDR1-selective chemotherapeutics: Primary screen using the parental adenocarcinoma cell KB-3-1 | hit rate 1.4% among 400,000 | AID 1347075, 2019 | Potency, µM (highest dose often 46.1 µM), for inactives: at the highest dose activity change, negative = cytotoxic, most hits filed as cytotoxic | KB-3-1 viability, CellTiter-Glo ATP luminescence, 72 h; also: potency is read from the fitted curve at half-maximal effect; % is scaled to controls: 0 for no effect and ±100 for the full control effect; nearly all actives have a fitted effect of over 60% in size
#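 Cytotoxicity measured as CellTiter-Glo luminescence after 72 h at 37 C. Compound titrations were pinned onto drug-naive KB-3-1 parental adenocarcinoma cells grown in DMEM with 10% FBS, and normalized data fitted to concentration-response curves.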
# ATXN2 expr inh = Primary qHTS for Inhibitors of ATXN expression; HEK-293 ATXN2-luciferase reporter, luminescence, 24 h; Potency, µM (top dose mostly 57 µM), inactives show top-dose activity change, negative = inhibition, hits mostly inhibitors; hit rate 0.72% among 360,000; AID 1745845, 2022; also: potency is read from the fitted curve at half-maximal effect; % is scaled to controls: 0 for no effect and ±100 for the full control effect; nearly all actives have a fitted effect of over 55% in size
#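 ATXN2-luciferase reporter cells (luciferase flanked by upstream and downstream ATXN2 gene portions) were treated 24 h at 37 °C with compounds at up to 57 uM. SteadyGlo luminescence gave expression; GF-AFC fluorescence gave viability.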
# IL1B secr inh = qHTS for Inhibitors of Inflammasome Signaling: IL-1-beta AlphaLISA Primary Screen. THP-1 LPS/ATP IL-1B secretion, AlphaLISA, 16 h; stronger effect = lower value. activity change, % at 57.5 µM. hit rate 4.7% among 360,000. AID 743279, 2014; in the data active = activity change below about -50%; inconclusive = mostly about -30% to -49%; also: % is scaled to controls: 0 for no effect and ±100 for the full control effect
#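 THP-1 cells pretreated 1 hr with compounds (up to 57.5 uM final), then stimulated with LPS (250 ng/mL final) plus ATP (1.25 mM final); secreted IL-1B measured by AlphaLISA after 16 hr, decreased signal indicating inhibition.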
# SW480 rereplic = A quantitative high throughput screen for small molecules that induce DNA re-replication in SW480 colon adenocarcinoma cells | Potency, µM (doses to about 46.1 µM), inactives show top-dose re-replication activation, most hits filed as activators | SW480 DNA re-replication, Hoechst DNA content imaging, 48 h | hit rate 1.8% among 340,000; also: potency is read from the fitted curve at half-maximal effect; % of control where 0% means no effect; nearly all actives have a fitted effect of over 55% in size
#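 Cells (250 per well) received 23 nL compound or DMSO by pin tool and were kept 48 hr at 37 C, 5% CO2. Nuclei were then stained with Hoechst for 40 min and scanned for DNA content.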
# HT1080NT lethal = qHTS for induction of synthetic lethality in tumor cells producing 2HG: qHTS for the HT-1080-NT fibrosarcoma cell line; HT-1080-NT fibrosarcoma viability, CellTiter-Glo ATP luminescence, 48 h; Potency, µM (series often up to 46.1 µM), for the others: at the highest dose activity, negative = less viability, usual class: cytotoxic; hit rate 1.6% among 360,000; AID 686970, 2013;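 also: NT is the 2HG producing partner of a matched IDH1 knockdown line; potency is read from the fitted curve at half-maximal effect; 0% = DMSO-treated cells and -100% = media-only wells without cells; nearly all actives have a fitted effect of over 55% in size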
#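 Compounds were tested in concentration-response format on HT-1080-NT cells for 48 hours at 37 degrees C. Cell viability came from CellTiter-Glo luminescence; curves were classified by r2, response magnitude and activity.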
# S2 tox = Viability Counterscreen for Primary qHTS for Inhibitors of ATXN expression; S2 cells (HEK-293 line with an ATXN2-luciferase reporter) viability, CellTiter-Fluor protease fluorescence, 24 h; Potency, µM (doses to about 56.7 µM), actives largely listed as cytotoxic; hit rate 0.49% among 400,000; AID 651635, 2014; also: potency is read from the fitted curve at half-maximal effect; nearly all actives have a fitted effect of over 40% in size
# HepG2 tox = qHTS for Inhibitors of TGF-b: Cytotox Counterscreen. HepG2 CAGA-GFP viability, ATP luminescence, 18 h. Potency, µM (top dose mostly 46.1 µM), for inactives: top-dose activity change, negative = cytotoxicity, usual class: cytotoxic. hit rate 0.76% among 410,000; also: potency is read from the fitted curve at half-maximal effect; some results filed as inactive show a strong effect at the top dose
#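 CellTiter-Glo luminescence gave cytotoxicity after 18 hours at 37 degrees C. The cells were HepG2 CAGA-GFP in 1% FBS DMEM, stimulated with 500 pg/mL TGF-beta after compound addition. %Activity was normalised to no-cell wells (complete cell-killing) and DMSO (no toxicity), and curves were fitted and classified.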
# MCF10A rerep = A quantitative high throughput screen for small molecules that induce DNA re-replication in MCF 10a normal breast cells; MCF 10A DNA re-replication, Hoechst nuclear intensity, 48 h; Potency, µM (highest dose often 46.1 µM), without a hit: at the highest dose activity, positive = re-replication, usual class: activators; hit rate 2.9% among 350,000; AID 624296, 2012; also: potency is read from the fitted curve at half-maximal effect; % of control where 0% means no effect; nearly all actives have a fitted effect of over 50% in size
# The depositor's hits bear a star; i = inactive; u = inconclusive; x = not tested or not shown; & = joins results of further samples; [ ] = dose if it differs, or a comment. Unless noted, calls follow the shape of the dose curve; as a rule, active = well fitted curve in the direction sought with a large enough effect; inconclusive = small, poorly fitted or top-dose-only effect, or another doubt; inactive = no such curve, though single readings can be large; an effect the other way counts as inactive or inconclusive. Random draw from the library; about 8.9% have a hit in one of these screens.
SMILES | HT1080 IDH1KD tx | KB-3-1 tox | ATXN2 expr inh | IL1B secr inh | SW480 rereplic | HT1080NT lethal | S2 tox | HepG2 tox | MCF10A rerep
O=C(O)c1cc(-c2ccccc2)nn1CC1CC(c2cccnc2)=NO1 (stereo unspecified) | 10% | 0% | 6% | 4 | -62%[inhibitor] | 8% | i | -8% | 6%
CC(C)(C)c1cc(CP(=O)(c2ccccc2)c2ccccc2)cc(C(C)(C)C)c1O | u | -1% | x | u | -3% | u | x | -83% | u
C=CCc1ccccc1OCC(O)CNC(=O)c1ccccc1C(=O)O (stereo unspecified) | 10% | 5% | 2% | 7 | 1% | 9% | i | -7% | -2%
NS(=O)(=O)c1ccc(NC(=O)COC(=O)CCNC(=O)NC23CC4CC(CC(C4)C2)C3)cc1 | -2% | 15% | -12% | -8 | 1% | -17% | i | -2% | 3%
C[C@@H]1O[C@@H](O[C@@H]2[C@@H](O)[C@H](OCCc3ccc(O)c(O)c3)O[C@H](CO)[C@H]2OC(=O)/C=C/c2ccc(O)c(O)c2)[C@H](O)[C@H](O)[C@H]1O | 5% | 0% | 1% | 3 | 10% | 12% | u | 0% | -53%[inhibitor]
CC(C)(C)OC(=O)C[C@H]1C/C=C\C[C@@H](CC(=O)N[C@H](CO)Cc2ccccc2)C(=O)NC[C@@H](c2ccccc2)OC1=O | -6% | u | 2% | -1 | -9% | 21% | i | -6% | -1%
O=C(N/N=C/c1ccccc1)C1CCCN1C(=O)c1cc([N+](=O)[O-])cc([N+](=O)[O-])c1 (stereo unspecified) | -8% | -10% | -15% | -13 | 22% | -10% | i | -11% | -4%
COc1cc(/C=N/Nc2ccc(Cl)c(C(=O)O)c2)ccc1OC(=O)c1ccco1 | 5% | 12% | u | -5 | 2% | 2% | i | 5% | -2%
COc1ccc(-c2ccc(CO)o2)cc1N | 0% | 14% | -36% | 24 | 0% | -8% | i | 11% | -24%
CCCC(=O)C1CCN(Cc2ccccc2)CC1 | 8% | 1% | -7% | 37 | -3% | 17% | i | -8% | u
Cc1ccc(-c2nnc(Nc3ccc(OCC(N)=O)cc3)c3ccccc23)cc1S(=O)(=O)N(C)C | x | u | -24% | x | x | x | i | -23% | x
CC(=O)Nc1cccc(NS(=O)(=O)c2cn(C)c(=O)n(C)c2=O)c1 | 0% | 13% | -19% | 15 | -15% | 3% | i | -2% | 11%
Cc1ccc(C(=O)N/C(=C\c2cccc([N+](=O)[O-])c2)C(=O)OCN2C(=O)c3ccccc3C2=O)cc1 | 20% | -15% | 3% | 14 | -3% | 11% | i | 2% | -6%
S=C(NCCc1ccccc1)NC1CCCCCC1 | -24% | -8% | 56%[activator] | 6 | 1% | -8% | i | -31% | 3%
O=C(CCCN1C(=O)c2ccccc2C1=O)Nc1ccc(Br)cn1 | 1% | 2% | -11% | 12 | -7% | -4% | i | -2% | -3%
Cc1ccc(N(C)C(=O)Cn2ncc3c([nH]c4ccccc43)c2=O)cc1C | x | -6% | -1% | x | x | x | i | -26% | x
CC(C)Cn1c(=O)c2c(nc3n2CCCN3CCc2ccccc2)n(C)c1=O | -22% | -1% | -12% | u | 1% | -3% | u | -5% | 11%
CCOC(=O)c1sc(NC(=S)NC(=O)CC(C)C)cc1C | u | -23% | 34%[activator] | -8 | -3% | -20% | i | -22% | 3%
Cc1cc(C)n(CC(O)Cn2c3ccccc3c3ccccc32)c(=O)n1 (stereo unspecified) | -19% | 4% | -13% | u | u | 4% | i | -42% | 19%
CC1=C(C(=O)Nc2ccccc2C(=O)N2CCCCC2)SCCO1 | 4% | -14% | 1% | 13 | -15% | -7% | i | 9% | -23%
COc1ccc(NC(=O)N2CCCCC2)cc1 | 0% | -10% | 50%[activator] | -7 | -2% | -4% | i | -4% | -25%
CCOc1cc(-c2nnc(NC(=O)c3ccco3)o2)cc(OCC)c1OCC | -1% | -3% | -8% | -2 | 2% | 1% | i | -14% | u
CCOC(=O)CCC(=O)OCC(=O)NC(C)C1CC2CCC1C2 (stereo unspecified) | 10% | 4% | -7% | -2 | -6% | 13% | i | -5% | 0%
Cc1cccc(CN2CCCC(C(=O)Nc3ccc(-c4cscn4)cc3)C2)c1 (stereo unspecified) | u | 16µM* | -5% | 14 | u | u | i | -3% | 5%
N=C1S/C(=C\c2ccccc2)C(=O)N1c1ccc(F)cc1 | -5% | -2% | x | -4 | -37%[inhibitor] | -10% | u | 10% | 0%
O=C(CN1CCN(c2ncccn2)CC1)Nc1ccccc1C(F)(F)F | 6% | u | 16% | 0 | -3% | 15% | i | 15% | 1%
COCCCNc1ccn2nc(-c3cc(OC)c(OC)c(OC)c3)cc2n1 | 22% | 0% | 17% | -18 | x | -5% | i | -13% | x
O=C(NCc1ccco1)c1ccc(OC2CCN(Cc3ccccn3)CC2)cc1 | -2% | -4% | x | u | x | 4% | i | -30% | x
CC(=O)Cc1cc2cc([N+](=O)[O-])ccc2oc1=O | 6% | 0% | x | 6 | -13% | 5% | i | -8% | -1%
O=C(c1ccc(C(F)(F)F)cc1)C1CCCN(C(=O)c2cnccn2)C1 (stereo unspecified) | 5% | 0% | 0% | 10 | -9% | 8% | i | 3% | -11%
C=Cc1ccc(Cn2c(=O)cc(C)c3c(C)nn(C)c32)cc1 | x | u | -18% | x | x | x | i | -4% | x
Cc1ccc(CNC(=O)c2ccc(-c3nc(CS(=O)(=O)c4ccc(C)cc4)c(C)o3)cc2)cc1 | x | 0% | 1% | x | x | x | i | 8% | x
Cc1cc(NC(=O)CCC(=O)N(CC(=O)NC2CCCC2)c2ccc(C)c(F)c2)no1 | -2% | -4% | 9% | 20 | -5% | -6% | i | -11% | 8%
COc1ccc2c(CC(=O)NCc3ccc4c(c3)OCO4)coc2c1 | -20% | 1% | 4% | -2 | 3% | -19% | i | -6% | u
CSC1=NC2(CCN(C(=O)NC3CCCCC3)CC2)N=C1c1ccc(C(C)(C)C)cc1 | x | -3% | 11% | x | x | x | i | -16% | x
CCOc1ccc(CC(=O)Nc2nccs2)cc1OCC | 24% | 2% | -9% | 15 | 0% | 16% | i | -5% | 5%
Cc1ccccc1/C=C/C12NC(=O)CN1c1ccccc1C2(C)C (stereo unspecified) | -8% | 0% | 16% | 1 | 3% | -16% | i | -14% | 3%
O=C(Cn1cnc2ccccc2c1=O)c1cccs1 | 2% | 11% | 7% | -19 | -1%[9.22 µM] | -1% | i | 6% | u
CCc1ccc(-c2cn3nc(-c4ccccc4)cnc3n2)cc1 | -4% | 3% | x | -21 | u | -7% | i | 1% | 14%
CN(C)C(=O)Nc1ccccc1 | 14% | 5% | -6% | -11 | -3% | 12% | i | -15% | -1%
Cc1oc(-c2ccc(Cl)cc2)nc1CS(=O)CC(=O)NCCCN1CCOCC1 (stereo unspecified) | 3% | -4% | x | 0 | -5% | 0% | i | 1% | 4%
CCC(=C(c1ccc(OC)cc1)c1ccc(OC)cc1)c1cn(CC(O)CN(CCO)CCO)c2ccccc12 (stereo unspecified) | -22% | -8% | x | u | -61%[inhibitor] | u | x | -125% | u
Cn1cc(S(=O)(=O)Nc2ccc(Br)cc2F)c(=O)n(C)c1=O | 0% | 3% | -18% | 9 | -9% | -6% | u | -5% | 2%
Fc1ccccc1N1CCN(c2nc3ccccc3c3nc(-c4ccccc4)nn23)CC1 | x | 4% | 6% | x | x | x | i | -7% | x
COc1ccccc1-c1cc(C(=O)Nc2ccc(F)cc2F)no1 | -5% | -6% | -13% | 2 | 22% | -10% | i | 1% | -7%
COc1ccc(CNC(=O)C(NS(=O)(=O)c2ccc3c(c2)CCCN3C(C)=O)C(C)C)cc1 (stereo unspecified) | 0% | -5% | -14% | -3 | -2% | -20% | i | -16% | u
COc1cccc(CNn2cnnc2)c1O | 6% | 7% | -14% | -5 | 6% | 12% | x | 3% | 1%
CC(=O)Nc1ccccc1-c1nc2ccccc2n(C(C)C(=O)Nc2cc(Cl)ccc2C)c1=O (stereo unspecified) | x | -7% | -7% | x | x | x | u | -16% | x
N#CC(C#N)=c1ccc2c(c1)N1C3=C(CCCC3)CC3CCCCC31N=2 (stereo unspecified) | -1% | u | u | -117* | -2% | 0% | u | -6% | 28%
CC(NC(=O)C1CCN(S(=O)(=O)c2ccccc2)CC1)c1ccccc1 (stereo unspecified) | 3% | 10%&-2% | -2%&14% | 6 | -13% | 5% | i | -2%&13% | -2%

# Following part
SMILES | HT1080 IDH1KD tx | KB-3-1 tox | ATXN2 expr inh | IL1B secr inh | SW480 rereplic | HT1080NT lethal | S2 tox | HepG2 tox | MCF10A rerep
COc1ccc(-c2nc(N)n(C(=O)Cc3ccccc3)n2)cc1 | -1% | 14% | 4% | -2 | -4% | 0% | i | -18% | 2%
COc1ccc(Cl)c2c1[nH]c1nc(SCc3cccnc3)nnc12 | 10% | 1% | 1% | 23 | 3% | 5% | i | 9% | -2%
O=C(CSc1cccs1)Nc1cccc2ccccc12 | -8% | 10% | 48%[activator] | 20 | -1% | -3% | i | -9% | 2%
CC(=O)c1sc2c(c1N)c(=O)[nH]c(=O)n2-c1ccccc1 | 9% | 4% | -20% | 29 | -6% | 12% | i | 7% | -5%
CCNC(=O)C1(C)CCN1C(=O)CCc1cccc(Cl)c1 (stereo unspecified) | -1% | u | -4% | 34 | x | -3% | i | 1% | x
O=C(Cc1ccc(Cl)cc1)NNS(=O)(=O)c1ccc([N+](=O)[O-])cc1 | -1% | 3% | -9% | 7 | -4% | -3% | i | 6% | 1%
